# Cardio protect: myocardial damage modulation in H9c2 cells; H9c2 cardiomyocytes, H2O2 injury protection, ATPLite, 2 h; actives 0.63% (n = 360,000); protection from H2O2 cell death, % at 20 µM;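 active = compounds giving at least 50% protection of heart cells from peroxide-induced death in the single-dose screen, raw or plate-pattern-corrected value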;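 also: 0% = DMSO wells with peroxide and 100% = DMSO wells without peroxide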
# MC4R ag barr: activates human MC4R beta-arrestin recruitment | P32245 | U2OS MC4R beta-arrestin complementation, luminescence; percent of melanotan II response, DMSO zero | activation, % at 8.9 µM | actives 0.98% (n = 360,000);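 active = activation above a per-plate cutoff, the mean activation of sample wells on that plate plus 3 SD, cut at about 8% in these data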
# Target sequence (P32245 whole entry, looked up): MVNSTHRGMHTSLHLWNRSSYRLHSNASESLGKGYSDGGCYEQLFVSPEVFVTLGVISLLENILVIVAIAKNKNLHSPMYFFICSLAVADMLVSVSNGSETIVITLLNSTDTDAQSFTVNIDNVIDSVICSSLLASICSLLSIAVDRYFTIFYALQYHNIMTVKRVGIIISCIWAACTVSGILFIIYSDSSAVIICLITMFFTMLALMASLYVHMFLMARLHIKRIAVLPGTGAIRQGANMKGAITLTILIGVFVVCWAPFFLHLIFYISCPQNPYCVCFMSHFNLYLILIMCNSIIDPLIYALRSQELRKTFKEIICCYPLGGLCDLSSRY
# HTR2A ag: activates the mouse 5-HT2A serotonin receptor. AID 624169. CHO-K1 mHTR2A beta-arrestin complementation, luminescence; percent of 30 µM serotonin response. P35363. activation, % at 7.6 µM. actives 0.66% (n = 360,000);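 active = activation above a run cutoff, the mean activation of all tested compounds plus 3 SD, cut at about 14% in these data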;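 also: 0% = plate median of compound wells and 100% = 30 µM serotonin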
# Target sequence (P35363 whole entry, looked up): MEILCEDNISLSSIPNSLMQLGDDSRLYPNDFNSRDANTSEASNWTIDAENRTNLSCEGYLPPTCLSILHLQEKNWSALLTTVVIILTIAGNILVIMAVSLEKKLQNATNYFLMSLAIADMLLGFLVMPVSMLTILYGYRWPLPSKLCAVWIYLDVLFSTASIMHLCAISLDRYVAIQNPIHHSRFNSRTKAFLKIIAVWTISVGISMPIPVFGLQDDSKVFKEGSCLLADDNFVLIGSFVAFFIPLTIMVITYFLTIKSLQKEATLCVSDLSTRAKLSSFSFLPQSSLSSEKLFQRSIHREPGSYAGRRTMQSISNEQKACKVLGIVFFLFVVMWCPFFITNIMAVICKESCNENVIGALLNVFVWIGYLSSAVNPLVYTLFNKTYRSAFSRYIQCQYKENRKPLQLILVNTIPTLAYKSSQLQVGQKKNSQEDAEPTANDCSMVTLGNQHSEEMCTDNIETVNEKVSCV
# MC4R antag cAMP: antagonists of human melanocortin 4 receptor (MC4R) | P32245 | MC4R-expressing cells, MTII-stimulated cAMP, LANCE TR-FRET | inhibition, % at 6.5 µM | actives 0.48% (n = 360,000) | AID 540295;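 active = inhibition above its plate's cutoff, the mean of tested wells on that plate plus 3 SD, cut at about 29% in these data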;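 also: 0% = Melanotan II alone and 100% = Melanotan II plus saturating MCL0020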
#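 Assay system: U2OS cells stably expressing human melanocortin 4 receptor (MC4R) / Dosing: 6.5 µM / Timing: compound 30 min, challenge 1 h, detection 1 h / Measured by: Eu-cAMP/anti-cAMP TR-FRET, emission 671 nm / Replicates: singlicate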
# N-glyco inh: N-linked glycosylation inhibition; D54 ERlucT glycosylation luciferase reporter, 24 h; percent of 100 nM tunicamycin response; reporter increase, % at 12.5 µM; actives 0.23% (n = 360,000); AID 588692;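 active = mean luciferase reporter signal, scaled so untreated is 0 and the glycosylation-blocking control 100, at or above a set limit in every replicate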;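 also: luciferase carries N-glycosylation sites so blocking glycosylation raises the light; 0% = median of neutral control wells and 100% = median of 100 nM tunicamycin wells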
# aDG glyco act: alpha-DG glycosylation activation | Pro5-aDG cells, alpha-DG glycosylation AlphaScreen (IIH6); 0% Pro5, 100% B10-LARGE cell signal | actives 0.22% (n = 360,000) | activation, % at 10 µM | AID 624168;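 active = activation of at least 8% versus controls, or a plate z-score of at least 8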;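 also: Pro5 are CHO cells carrying HIG-tagged alpha-DG that lacks glycosylation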
# ABHD5-PLIN5 inh: blocks binding of human ABHD5 to perilipin-5; Q00G26+Q8WTS1; Split G. princeps luciferase complementation, luminescence, 4 h; inhibition, % at 4 µM; actives 0.78% (n = 360,000); AID 602281;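 active = inhibition above the mean inhibition across every tested compound plus 3 SD, cut at about 22% in these data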;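 also: 0% = DMSO only wells and the 100% control is not disclosed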
# Exocytosis inh: blocks lytic granule exocytosis. TALL-104 LAMP-1 surface exposure, flow cytometry; cells stimulated with thapsigargin and PMA. inhibition, % at 10 µM. actives 0.66% (n = 360,000). AID 651702;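 active = inhibition above about 55%, limit read from the data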
# iPSC survival up: increases survival of single human iPS cells. hiPSC single-cell survival, ATPlite luminescence; 100% = ROCK inhibitor wells, 0% = DMSO. survival enhancement, % at 20 µM. actives 0.044% (n = 360,000). AID 602274; in the data active = survival enhancement above about 18%;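 also: cells exposed to compounds for 16 hours before the ATP read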
# ABCB6 inh 2: inhibitors of human ABC transporter ABCB6; fluorescence ratio to DMSO, % at 10 µM; K562-ABCB6 porphyrin accumulation, flow cytometry, 1 h; active compounds read low; actives 0.19% (n = 360,000);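 active = fluorescence ratio to DMSO below 75%, the collection mean minus 3 SD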;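 also: signal is porphyrin accumulated inside mitochondria; 100% equals median channel fluorescence of DMSO control wells; lower ratio means ABCB6 inhibition with less porphyrin fluorescence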
# * marks the source's active call; other numbers are inactive results; x = not tested or not shown.
SMILES,Cardio protect,MC4R ag barr,HTR2A ag,MC4R antag cAMP,N-glyco inh,aDG glyco act,ABHD5-PLIN5 inh,Exocytosis inh,iPSC survival up,ABCB6 inh 2
CCCCCCCCCSc1n[nH]c(N)n1,-4,-2.8,-2,0,-2,0.1,1,0,0.1,89
CCOc1ccc(OCC)c2sc(C)nc12,3,-2.5,-3,-4,2,0.1,-8,3,1.2,97
CC1Oc2ccccc2C=C1/C=C1/SC(N2CCOCC2)=NC1=O (stereo not drawn),13,-0.7,4,1,2,0.0,-9,0,-1.6,91
COc1ccc(N2C(=O)c3ccccc3NC(=O)C2C(=O)NCCc2ccccc2F)cc1 (stereo not drawn),x,x,1,x,x,0.1,-4,17,x,x
O=C(COC(=O)c1ccc(Cl)s1)c1ccc[nH]1,0,0.5,2,19,1,0.0,-2,2,0.9,102
CCCCN1CN(S(=O)(=O)c2ccc(OC)cc2)c2nc3ccccc3nc21,-7,-0.3,-2,3,-2,0.4,4,-2,0.2,115
CC(=O)N1CCN(S(=O)(=O)c2cccc(C(=O)N(C)Cc3ccc(C)o3)c2)CC1,-1,-0.7,2,4,1,-0.1,-3,0,0.4,99
CC(C)(C)n1nc2c(c1NC(=O)c1ccccc1F)CS(=O)C2 (stereo not drawn),8,-1.1,-4,23,3,-0.2,-4,-2,1.5,98
COc1ccc(NC(=O)NNC(=O)CCc2ccc(O)c(O)c2)cc1OC,-3,-1.2,4,12,1,-0.2,-5,-1,0.6,99
CCOc1ccccc1NC(=O)NC1(C(=O)NCC2CCCO2)CCCCC1 (stereo not drawn),-4,1.4,-2,11,-2,-0.1,8,11,-0.6,99
O=C(Nc1ccc(Cl)cn1)C1COc2ccccc2O1 (stereo not drawn),-9,2.5,1,5,-1,0.3,-6,-1,-4.4,96
CC(C)(C)c1ccc(OCC(=O)Nc2ccc(C(=O)Nc3ccccc3C(=O)O)cc2)cc1,-4,-3.1,-4,4,-2,-0.1,-4,2,0.5,101
O=C(CCC1COc2ccccc2O1)NC1CCCCC1 (stereo not drawn),3,-0.1,-6,12,0,0.0,2,-3,-2.0,99
CCOC(=O)c1sc(NC(=O)CSc2nc(O)c(Cc3ccccc3)c(=O)[nH]2)nc1C,-4,0.1,4,-3,-1,0.1,-7,-4,-2.0,96
CC(=O)c1ccc(N2CCN(C(=O)Cc3cccs3)CC2)cc1,0,-0.2,1,5,1,-0.1,-5,1,0.0,101
Cc1cc(=O)oc2cc(NC(=O)c3ccccc3OC(F)F)ccc12,-6,-2.6,-3,-8,-2,0.1,5,6,1.3,95
CN1CCN(C(=O)CN(Cc2ccc(Cl)cc2)S(C)(=O)=O)CC1,6,-0.1,4,11,0,-0.1,6,12,0.9,198
CCCOC(=O)c1c(NC(=O)CCCn2nc([N+](=O)[O-])c(Cl)c2C)sc(C(=O)OC)c1C,-1,1.0,2,6,2,0.1,-1,-2,3.5,98
NNc1nc2c(-c3cccc(C(F)(F)F)c3)nnn2c2ccccc12,0,0.4,4,-6,12,-0.1,-13,34,1.6,123
COc1ccccc1-n1c(=O)oc2ccc(Cl)cc2c1=O,-33,-1.2,2,-8,-1,0.2,1,-2,6.0,100
O=C(Nc1ccccc1)c1ccc(S(=O)(=O)NCC2CCCO2)cc1 (stereo not drawn),-5,4.1,-9,12,-1,0.7,3,-2,-0.5,108
Cc1nc2ccccc2cc1O,-6,-1.1,2,1,-1,-0.4,0,-2,-1.5,100
CC(C)Cc1ccc(S(=O)(=O)N2CCOCC2)cc1,-1,-1.5,5,-1,2,-0.1,-2,-5,-0.8,95
C=CCNc1c2c(nc3nnnn13)CCCC2,6,-0.5,4,15,2,0.0,-2,4,-0.4,95
CCc1nc2c(OCc3ccc(Cl)cc3Cl)cccn2c1N(C)C(=O)C(C)C,0,-0.1,-7,12,7,0.3,-5,1,-0.8,89
# Next part.
SMILES,Cardio protect,MC4R ag barr,HTR2A ag,MC4R antag cAMP,N-glyco inh,aDG glyco act,ABHD5-PLIN5 inh,Exocytosis inh,iPSC survival up,ABCB6 inh 2
O=C(CSc1nnc(-c2ccccc2)c(-c2ccccc2)n1)NCc1ccco1,2,-0.2,-3,0,3,0.6,7,-1,2.4,97
COC(=O)CSc1cc(C)nc2ccc(OC)cc12,1,-2.1,4,-2,-2,-0.1,3,-3,-0.1,95
COc1ccc(OC)c(Nc2nc3nonc3nc2N2CCCC(C)C2)c1 (stereo not drawn),-5,0.1,8,5,-1,0.4,5,-3,-1.0,102
COc1cccc(NC(=O)C2CCN(C(=O)[C@@H]3Cc4ccccc4CN3C(=O)OC(C)(C)C)CC2)c1,13,0.8,-4,7,-1,-0.1,9,3,0.2,98
CC(C)(C)c1ccc(CS(=O)(=O)CC(O)CN2CCCC2=O)cc1 (stereo not drawn),1,-1.9,6,-4,4,0.0,2,-15,0.1,98
O=C(NC(=S)Nc1ccc(Cc2ccncc2)cc1)c1ccc(F)cc1,-16,-4.3,-6,3,0,0.6,2,6,-1.2,93
CCCCOc1ccc(N2C(=O)CC(N(O)c3ccccc3)C2=O)cc1 (stereo not drawn),-4,0.6,4,0,6,0.1,-9,0,-0.9,96
COc1ccc(C2CC(c3ccccc3)=NN2C(=O)c2cccs2)cc1 (stereo not drawn),-7,4.9,-1,2,-3,-0.2,0,0,-2.2,96
N#CC1=C(N)OC2=C(CN(Cc3ccccc3)C/C2=C\c2cccnc2)C1c1cccnc1 (stereo not drawn),19,-1.4,7,8,2,-0.1,10,0,1.8,108
O=C(O)c1cccc2c1C(=O)c1ccc(-c3ccc(Cl)c(C(F)(F)F)c3)cc1S2(=O)=O,1,0.9,-1,5,2,0.3,-4,-3,5.8,95
COc1ccc(-c2nnc(SCC(C)C)o2)cc1,-2,0.5,3,9,-13,0.1,0,-3,3.4,97
CC1Sc2ccc(C(=O)O)cc2NC1=O (stereo not drawn),4,-0.5,1,0,3,-0.2,2,-3,-4.6,93
O=C(O)/C=C/c1ccc2noc(-c3ccccc3)c2c1,6,-1.7,6,26,-4,0.1,5,2,0.1,99
CCC(c1nnnn1Cc1ccco1)N1CCN(c2cc(Cl)ccc2C)CC1 (stereo not drawn),-7,0.2,4,19,-5,0.2,-2,3,-1.4,100
C=CCN(CC=C)C(=S)NC(=O)c1ccc(C)c(Br)c1,37,-3.0,-7,4,5,1.4,-9,14,-2.5,104
CCN(C[C@H]1N[C@@](CC)(C(=O)OC)[C@H]2C(=O)N(C)C(=O)[C@@H]12)C(=O)Nc1ccc(C)cc1,-3,-1.4,4,12,1,-0.1,4,0,-0.2,98
Cc1cc(C(=O)NC(=S)Nc2ccccc2N2CCCC2)ccc1[N+](=O)[O-],1,-2.9,1,7,3,0.2,-4,2,1.1,103
CN(C)S(=O)(=O)c1ccc(C(=O)Nc2nc3ccccc3[nH]2)cc1,-2,-1.6,2,0,-4,-0.9,1,-3,-0.8,97
CCCc1ccc(Oc2cn[nH]c2-c2ccc(O)c(C)c2O)cc1,-22,5.7,-1,10,-8,0.8,-14,33,0.4,97
CCSC1=NC(C)(C)C=C(C)N1,5,-0.2,11,3,-2,-0.2,11,-1,1.2,93
CCc1cccc(C)c1NC(=O)COC(=O)CNS(=O)(=O)/C=C/c1ccccc1,-7,-0.1,-3,15,-1,-0.3,4,4,1.1,98
CCN(CC)S(=O)(=O)c1ccc(N2CCOCC2)c(NC(=O)c2cc3ccccc3oc2=O)c1,24,-2.9,-2,12,0,-0.1,-1,23,0.3,101
CCOc1ccc(NC(=O)CCNS(=O)(=O)c2ccc3c(c2)CCC(=O)N3)cc1,4,0.6,-1,20,2,-0.1,-2,1,1.9,97
COc1cccc(-c2nc(CC(=O)O)cs2)c1OC,2,-1.6,0,-1,2,-0.3,-1,6,0.1,97
CCOC(=O)c1ccc(NC(=O)CCc2nnc3ccc(N4CCCC4)nn23)cc1,-1,-2.9,24*,-4,2,-0.1,17,-3,0.5,97
# Next section.
SMILES,Cardio protect,MC4R ag barr,HTR2A ag,MC4R antag cAMP,N-glyco inh,aDG glyco act,ABHD5-PLIN5 inh,Exocytosis inh,iPSC survival up,ABCB6 inh 2
Cc1ccc(NC(=O)C2(S(=O)(=O)c3ccc(Cl)cc3)CC2)c(Br)c1,-7,-3.0,-1,4,-1,0.0,-11,11,0.4,94
COc1ccc2cc3c(N)c(C(=O)NCc4ccco4)sc3nc2c1,16,-2.8,0,-8,15,0.1,6,-2,9.5,92
COc1ccc(OC)c(C2NC(=O)N(C)C(C)=C2C(=O)OCc2ccccc2)c1 (stereo not drawn),-6,2.0,4,5,-1,-0.1,0,-3,0.7,103
CCC(=O)Nc1nc2ccccc2n1Cc1ccccc1,9,0.9,-3,9,0,0.3,2,5,-1.7,97
CCn1c(=O)c(C(=O)NC(C)c2ccccc2)c(O)c2ccccc21 (stereo not drawn),55*,0.1,4,-4,-2,-0.2,-3,2,0.3,121
CS(=O)(=O)Nc1ccccc1C(=O)Nc1cccc(Cl)c1,-16,-1.8,-3,3,3,0.1,5,4,0.0,98
COc1cccc(-c2nnc(SCC(=O)Nc3ccc(OC)c(OC)c3)n2N)c1,2,1.0,1,16,1,0.0,0,1,-3.0,96

# An excerpt of these results, with bars between the fields:
smiles | Cardio protect | MC4R ag barr | HTR2A ag | MC4R antag cAMP | N-glyco inh | aDG glyco act | ABHD5-PLIN5 inh | Exocytosis inh | iPSC survival up | ABCB6 inh 2
CCN(CC)S(=O)(=O)c1ccc(N2CCOCC2)c(NC(=O)c2cc3ccccc3oc2=O)c1 | 24 | -2.9 | -2 | 12 | 0 | -0.1 | -1 | 23 | 0.3 | 101
CCOc1ccc(NC(=O)CCNS(=O)(=O)c2ccc3c(c2)CCC(=O)N3)cc1 | 4 | 0.6 | -1 | 20 | 2 | -0.1 | -2 | 1 | 1.9 | 97
COc1cccc(-c2nc(CC(=O)O)cs2)c1OC | 2 | -1.6 | 0 | -1 | 2 | -0.3 | -1 | 6 | 0.1 | 97
CCOC(=O)c1ccc(NC(=O)CCc2nnc3ccc(N4CCCC4)nn23)cc1 | -1 | -2.9 | 24* | -4 | 2 | -0.1 | 17 | -3 | 0.5 | 97
Cc1ccc(NC(=O)C2(S(=O)(=O)c3ccc(Cl)cc3)CC2)c(Br)c1 | -7 | -3.0 | -1 | 4 | -1 | 0.0 | -11 | 11 | 0.4 | 94
COc1ccc2cc3c(N)c(C(=O)NCc4ccco4)sc3nc2c1 | 16 | -2.8 | 0 | -8 | 15 | 0.1 | 6 | -2 | 9.5 | 92
COc1ccc(OC)c(C2NC(=O)N(C)C(C)=C2C(=O)OCc2ccccc2)c1 (stereo not drawn) | -6 | 2.0 | 4 | 5 | -1 | -0.1 | 0 | -3 | 0.7 | 103
CCC(=O)Nc1nc2ccccc2n1Cc1ccccc1 | 9 | 0.9 | -3 | 9 | 0 | 0.3 | 2 | 5 | -1.7 | 97
CCn1c(=O)c(C(=O)NC(C)c2ccccc2)c(O)c2ccccc21 (stereo not drawn) | 55* | 0.1 | 4 | -4 | -2 | -0.2 | -3 | 2 | 0.3 | 121
CS(=O)(=O)Nc1ccccc1C(=O)Nc1cccc(Cl)c1 | -16 | -1.8 | -3 | 3 | 3 | 0.1 | 5 | 4 | 0.0 | 98
COc1cccc(-c2nnc(SCC(=O)Nc3ccc(OC)c(OC)c3)n2N)c1 | 2 | 1.0 | 1 | 16 | 1 | 0.0 | 0 | 1 | -3.0 | 96

# Screens: PubChem, several laboratories
